Screening results (PubChem)
SRC1 TRFRET art: TR-FRET artefact, counter-screen to PPARgamma/SRC-1 agonist assay; TR-FRET detection artefact counter-screen, emission ratio; active compounds read high; TR-FRET ratio at 8 µM; actives 0.34% (n = 99,000); in the data active means TR-FRET ratio above about 2300; further: inactives centre near 1800; reference of the scale not given here
SRC3 TRFRET art: TR-FRET artefact, counter-screen to PPARgamma/SRC-3 agonist assay. TR-FRET ratio at 8 µM. PPARgamma/SRC-3 format; active compounds read high. AID 1048. actives 0.39% (n = 99,000); in the data active means TR-FRET ratio above about 2000; further: inactives centre near 1600; reference of the scale not given here
The depositor's hits bear a star. The list is partial (hit frequency here may not be typical).

SMILES	SRC1 TRFRET art	SRC3 TRFRET art
Cc1cc(C)n(-c2cc(O)c(-n3nc(C)cc3C)cc2O)n1	1856	1793
C/C(=N/NC(=O)c1cc(-c2ccc(Br)s2)[nH]n1)c1ccco1	1651	1469
CCc1ccc(-n2c(=S)sc3c(=O)n(-c4ccccc4OC)c(=S)[nH]c32)cc1	1726	1488
COCCn1c(C(=O)N2CCCC2)cc2c1C[C@H]1CN(C(=O)c3ccccc3)[C@@](Cc3ccc(F)cc3)(C(=O)OC)[C@@H]21	1884	1484
COc1ccc(S(=O)(=O)N/N=c2\oc3c(OC)cccc3cc2S(=O)(=O)c2ccc(C)cc2)cc1OC	2051	1440
CCC(=O)Nc1cccc2cccnc12	1802	1681
CCOc1ccccc1C1C2CCCCC2(O)CCN1C(=O)c1cccs1 (centres undefined)	1730	1569
O=C(Nc1cc(S(=O)(=O)Nc2ccccc2Cl)ccc1O)c1sc2cc(Cl)ccc2c1Cl	1820	1708
CCC(C)(C)C1CCc2nc3ccccc3c(C(=O)OC(C)C(=O)Nc3c(C)n(C)n(-c4ccccc4)c3=O)c2C1 (centres undefined)	1749	1553
COc1ccc(CCNC(=O)c2ccc(CSc3ccccc3)o2)cc1	1514	1508
CCN(CC)CCCNC(=O)CNC(=O)c1nn(-c2ccc(OC)cc2)c(=O)c2ccccc12	1776	1403
O=C(Nc1ccccc1)c1ccc(S(=O)(=O)NCC2CCCO2)cc1 (centres undefined)	2016	1739
CCN(CC)C(=O)CCS(=O)(=O)c1cccc2nonc12	2122	1660
COc1ccc(S(=O)(=O)N(CCc2ccccc2)CC(=O)N/N=C/c2ccc3c(c2)OCO3)cc1	1899	1605
Cc1ccc(CNC(=O)Cc2nc3nc(C)cc(C)n3n2)cc1	1722	1396
COc1ccc(C(=O)NC(=S)N2CC(C)OC(C)C2)cc1 (centres undefined)	1802	1561
CCN(CC(=O)NCc1ccc(F)cc1)CC(=O)Nc1ccccc1-c1ccccc1	1923	1592
COc1ccc(CC2(CO)CCN(C(C)COc3ccccc3)CC2)cc1 (centres undefined)	1823	1424
O=C(/C=C/Nc1ccc(F)cc1F)c1ccco1	2006	1672
CC1(C)Cc2c(sc3nc(SCC(=O)N4CCOCC4)nc(N)c23)CO1	1705	1545
Cc1ccc(N2C(=O)/C(=C/c3cccnc3)SC2=S)cc1	1648	1351
CC(Oc1ccccc1)C(=O)NC1C(=O)N2C1SC(C)(C)C2C(=O)O (centres undefined)	1629	1553
C/C(=N\Nc1nc(N2CCOCC2)nc(N2CCOCC2)n1)c1cccs1	1528	1626
CC(C)c1onc(C(=O)Nc2cccc(O)c2)c1[N+](=O)[O-]	2100	1509
COc1ccc(CCNC(=O)c2c(-c3ccccc3)noc2C)cc1OC	1840	1700
(continued)
SMILES	SRC1 TRFRET art	SRC3 TRFRET art
CCOc1ccc(CNc2ccc(S(N)(=O)=O)cc2)cc1	1760	1544
CCCCNC(=O)[C@H](CSCc1ccccc1)N1Cc2ccccc2C1=O	1594	1809
Cn1nc(CC(=O)Nc2ccc3c(c2)OCCO3)c2ccccc2c1=O	1526	1864
CCOC(=O)N1CCN(C(=O)C2CCCN(c3nc4ccc(OCC)cc4s3)C2)CC1 (centres undefined)	1896	1693
CSc1nc(-c2ccccc2)cn1-c1ccc(NC(C)=O)cc1	1540	1438
CCc1cc2c(C)cc(C)cc2nc1SCC(=O)Nc1cc(C)on1	1558	1551
O=C(CC12CC3CC(CC(C3)C1)C2)Nc1ccccc1N1CCOCC1	1916	1765
COc1ccc(NC(=S)NCCN2CCC(C)CC2)cc1Cl	1948	1407
OC(COCCOc1ccc(Br)cc1)CN1CCN(Cc2ccccc2)CC1 (centres undefined)	1894	1716
c1cnc(-c2noc(CN3CCN(C4C5CC6CC(C5)CC4C6)CC3)n2)cn1 (centres undefined)	1742	1775
OCCC1CN(Cc2c(F)cccc2Cl)CCN1C1CCCCC1 (centres undefined)	1998	1610
C/C(=N\Nc1nc(-c2ccccc2O)nc2ccccc12)c1ccccc1	1761	1648
COc1ccc(C(=O)N2CCC(C(=O)Nc3ccc4c(c3)OCO4)CC2)cc1	1895	1684
COc1ccc(C2C(C#N)=C(N)Oc3cc(C)n(CCN4CCOCC4)c(=O)c32)cc1OC (centres undefined)	1923	1602
Fc1ccc(-c2nc3c(-c4ccc(F)cc4)cnn3cc2CCN2CCOCC2)cc1	2097	1640
NC(=O)C1CCN(C(=O)c2cccc(S(=O)(=O)N3CCc4ccccc4C3)c2)CC1	1867	1560
C=CCN(CC=C)C(=S)NC(=O)c1ccc(C)c(Br)c1	1735	1725
O=C(Cc1ccccc1)NNC(=S)Nc1ccc(Cl)cc1	2020	1634
CN(C)C(CNC(=O)c1cccc(C#N)c1)c1ccco1 (centres undefined)	1825	1459
COc1ccc(Br)cc1/C=N/Nc1cccc(C(=O)O)c1	1649	1420
O=C(Cc1cccs1)N1CCN(S(=O)(=O)c2ccccc2)CC1	1669	1866
COc1cc(CC(=O)Nc2cc(S(C)(=O)=O)ccc2Cl)cc(OC)c1OC	1951	1654
CN(Cc1ccccc1)CC(O)COc1ccc(CNCCCOc2cccnc2)cc1 (centres undefined)	1630	1575
COC(=O)c1c(NC(=O)CN2C(=O)C(=O)N(CC(C)C)C2=O)sc2c1CCCCC2	1885	1656
COc1ccc(CCN(C)C(=O)CSc2nc3ncc(Cl)cc3[nH]2)cc1OC	1899	1420
Further results:
SMILES	SRC1 TRFRET art	SRC3 TRFRET art
COCc1[nH]nc2c1C(c1cc(OC)c(O)c(OC)c1)C(C#N)=C(N)O2 (centres undefined)	1488	1484
CCc1ccc(OCC(=O)NC(NC(=S)Nc2ccccc2)C(Cl)(Cl)Cl)cc1 (centres undefined)	1723	1534
COC(=O)c1ccc(-c2noc(CN(Cc3ccccn3)CC3CCCO3)n2)cc1 (centres undefined)	1749	1539
O=C1c2ccccc2C(=O)N1CN(C(=O)COc1ccccc1)c1ccc(F)cc1	1849	1867
CCCCOC1CC(c2ccc(OCc3ccc(OC)cc3)c(OC)c2)N(C)O1 (centres undefined)	1688	1387
COc1cc2cc(C(c3nnnn3C3CCCCC3)N(C)C3CCCCC3)c(=O)[nH]c2cc1OC (centres undefined)	1741	1563
CN1CCc2cccc3c2[C@@H]1Cc1ccc(O)c(O)c1-3	1819	1803
NCCCNC(=O)c1ccc(/C=N/O)nc1	1644	1648
Cn1c(SCC(=O)c2ccc3c(c2)Cc2ccccc2-3)nnc1-c1cccc(N)c1	1664	1597
c1ccc2oc(-c3[nH]ncc3CN3CCC(N4CCSCC4)CC3)cc2c1	1807	1621
CC(=O)Nc1csc2ccccc12	1681	1554
O=C(CN1CCN(Cc2ccc(Cl)cc2)C1=O)NCc1cccs1	2149	1791
O=C(Nc1ccccc1)C1=C[C@@H](c2ccc(C(F)(F)F)cc2)C[C@@H](OCc2ccc(CO)cc2)O1	1792	1712
COc1ccc(/C=C/C(=O)NC(=S)Nc2ccc(S(=O)(=O)Nc3ccc(OC)nn3)cc2)cc1	1803	1544
CCOC(=O)N1CCC(NC(=O)CC(NS(=O)(=O)c2ccc(C)cc2)c2ccco2)CC1 (centres undefined)	1823	1713
COc1ccc(-c2[nH]ncc2C=O)cc1	1926	1611
O=C(O)c1cccc(N2C(=O)C3C4C=CC(C4=C(c4ccccc4)c4ccccc4)C3C2=O)c1 (centres undefined)	1982	1617
CNC(=O)/C(C#N)=C\c1cc(C)n(-c2ccc(N3CCOCC3)cc2)c1C	1840	1547
COc1cc(/C=C2\SC(=N)N(c3ccc4c(c3)OCO4)C2=O)cc(OC)c1O	1666	1603
O=C(/C=C\c1ccco1)Nc1cc([N+](=O)[O-])ccc1F	1996	1560
Cc1ccc(C(=O)N2CCCC(c3ccc(Cl)cc3)=N2)cc1	1810	1539
O=C(Cc1ccccc1)Nc1nnc(SCC(=O)NC2CCCC2)s1	1630	1584
Cc1ccc(S(=O)(=O)N(C)C)cc1NC(=O)COC(=O)c1ccc(Cl)cc1	1604	1467
CC(=O)Nc1cccc(-c2csc(NCc3ccccc3)n2)c1	1893	1617
Cc1cc(N2CCN(C)CC2)nc2ccc(NC(=S)N3CCC4(CC3)OCCO4)cc12	1981	1636
The list goes on.
SMILES	SRC1 TRFRET art	SRC3 TRFRET art
CSc1cccc(NC(=S)N(CCC(C)C)C2CCN(C(C)C)CC2)c1	1442	1276
O=C(O)c1cc2c(cc1Br)OCCCO2	1411	1558
Cc1ccc(Nc2nc(N)nc(-c3oc4ccccc4c3C)n2)cc1	1838	1546
COc1cc(CNc2cccc(C(=O)O)c2)cc(Br)c1OCC(=O)NC(C)(C)C	1726	1392
O=C(c1cc(-c2ccc(F)cc2)on1)N1CCCc2ccccc21	1778	1804
Cc1nc2ccccn2c1C(=O)NCC(C)C	1882	1613
CC(=O)N(CC(=O)Nc1sc(C)c(C)c1C(N)=O)Cc1ccccc1	1555	1556
FC(F)(F)c1cccnc1N1CCN(c2ncnc3nc[nH]c23)CC1	1481	1556
O=C(CNC(=O)C12CC3CC(CC(C3)C1)C2)N1CCN(S(=O)(=O)/C=C/c2ccccc2)CC1	1700	1547
O=C(O)/C=C/C(=O)N1CCN(S(=O)(=O)c2cccc(C(F)(F)F)c2)CC1	1602	1297
Cc1cc(Br)c(NC(=O)CN(C)CCOc2ccccc2)c(Br)c1	1692	1572
COC(=O)c1ccc(NC(=O)C2CCCN2S(=O)(=O)c2ccc(C)cc2)cc1 (centres undefined)	1643	1710
CC(=O)Nc1ccc(NC(=O)CNC(=O)COc2ccccc2)cc1	1953	1558
O=C1CN(C(=O)COc2ccc(Br)cc2F)c2ccccc2N1	1700	1512
COc1c(C)cc(C(=O)C2CCCN(C(=O)c3cc(C)nc(C)n3)C2)cc1C (centres undefined)	1701	1546
Cc1cccc(NC(=O)COC(=O)c2ccccc2-c2nc3ccccc3s2)c1C	1576	1604
CCn1c(C)cc2c(c1=O)C(c1ccncc1)C(C#N)=C(N)O2 (centres undefined)	1511	1708
O=C(Cc1ccccc1)N/N=C/c1ccccc1F	1841	1429
COCC(=O)Nc1cc(C)c2c(=O)oc3ccccc3c2n1	1885	1389
O=C(NCCCN1CCCC1=O)c1cc(-c2cccnc2)nc2ccc(Cl)cc12	1602	1523
CC(=O)c1cccc(Nc2nc(-c3ccccc3)cs2)c1	1864	1616
Cc1cc(NC(=O)c2cc3n(n2)C(C(F)(F)F)CC(c2ccc(Cl)c(Cl)c2)N3)no1 (centres undefined)	1660	1521
CC(c1cccs1)N(C)Cc1nc(CCc2ccccc2)no1 (centres undefined)	1656	1618
C=CCc1cccc2cc(C(=O)Nc3ccc(CC(=O)O)cc3)c(=O)oc12	2126	1664
COc1ccc(C(C[N+](=O)[O-])c2c(C)cc3ccccn23)cc1 (centres undefined)	1874	1593
Next part.
SMILES	SRC1 TRFRET art	SRC3 TRFRET art
CNc1ccc2nnc(C(F)(F)C(F)(F)C(F)(F)F)n2n1	1976	1692
CCOC(=O)/C(C#N)=C1\CC2CCC1(C)C2(C)C (centres undefined)	1790	1486
FC(F)(F)c1cccc(CN2CCC(c3cc(-c4cccs4)n[nH]3)CC2)c1	1576	1474
CCOc1ccccc1/C=C(/NC(=O)c1ccccc1)C(=O)N(CC)CC	2154	1792
Cc1oc2ccc(OC(=O)c3cccs3)cc2c1C(=O)OC(C)C	1885	1615
C/C(=N\NC(=S)NCc1ccccc1)c1cccc(Br)c1	1987	1525
Cc1csc(N)n1	1798	1564
O=C(Nc1ccc(Cl)cc1)/C(=C/c1ccc([N+](=O)[O-])cc1)c1nc2ccccc2s1	1464	1462
COC(=O)Cc1ccc(N(Cc2ccccc2F)S(=O)(=O)c2ccc(Br)cc2)cc1	1921	1537
Cn1cnc([N+](=O)[O-])c1S(=O)(=O)c1ccc(Cl)cc1	1665	1345
Cc1onc(-c2ccccc2)c1C(=O)Nc1sc2c(c1C#N)CCC2	1867	1654
COc1cc(C(=O)Nc2nc(C)c(Cc3ccc4c(c3)OCO4)s2)cc(OC)c1OC	1674	1637
CN(C)S(=O)(=O)c1ccc(NC(=O)Cc2ccc(S(=O)(=O)N3CCOCC3)s2)cc1	1915	1385
COCCNC(=S)Nc1ccc(Cl)c(Cl)c1	1823	1604
O=C(Nc1ccc(NC(=O)c2ccco2)cc1)c1ccc2c(c1)OCCO2	1758	1550
COC(=O)c1cc(Cl)nc2ccccc12	1674	1536

Of the compounds above, these have a Cl atom:
SMILES	SRC1 TRFRET art	SRC3 TRFRET art
O=C(Nc1cc(S(=O)(=O)Nc2ccccc2Cl)ccc1O)c1sc2cc(Cl)ccc2c1Cl	1820	1708
COc1ccc(NC(=S)NCCN2CCC(C)CC2)cc1Cl	1948	1407
OCCC1CN(Cc2c(F)cccc2Cl)CCN1C1CCCCC1 (centres undefined)	1998	1610
O=C(Cc1ccccc1)NNC(=S)Nc1ccc(Cl)cc1	2020	1634
COc1cc(CC(=O)Nc2cc(S(C)(=O)=O)ccc2Cl)cc(OC)c1OC	1951	1654
COc1ccc(CCN(C)C(=O)CSc2nc3ncc(Cl)cc3[nH]2)cc1OC	1899	1420
CCc1ccc(OCC(=O)NC(NC(=S)Nc2ccccc2)C(Cl)(Cl)Cl)cc1 (centres undefined)	1723	1534
O=C(CN1CCN(Cc2ccc(Cl)cc2)C1=O)NCc1cccs1	2149	1791
Cc1ccc(C(=O)N2CCCC(c3ccc(Cl)cc3)=N2)cc1	1810	1539
Cc1ccc(S(=O)(=O)N(C)C)cc1NC(=O)COC(=O)c1ccc(Cl)cc1	1604	1467
O=C(NCCCN1CCCC1=O)c1cc(-c2cccnc2)nc2ccc(Cl)cc12	1602	1523
Cc1cc(NC(=O)c2cc3n(n2)C(C(F)(F)F)CC(c2ccc(Cl)c(Cl)c2)N3)no1 (centres undefined)	1660	1521
O=C(Nc1ccc(Cl)cc1)/C(=C/c1ccc([N+](=O)[O-])cc1)c1nc2ccccc2s1	1464	1462
Cn1cnc([N+](=O)[O-])c1S(=O)(=O)c1ccc(Cl)cc1	1665	1345
COCCNC(=S)Nc1ccc(Cl)c(Cl)c1	1823	1604
COC(=O)c1cc(Cl)nc2ccccc12	1674	1536
